# Screening data from PubChem.
# GLP1R ag – GLP-1 receptor (human) agonism; Potency, µM (top dose mostly 45.6 µM), inactives show at the top dose activation, hits mostly activators; 380,000 compounds, 0.007% hits; HEK293 GLP-1R CRE-luciferase, luminescence, 4-6 h; cells express a hypersensitive GLP-1R form; also: potency is read from the fitted curve at half-maximal effect; % of control where 0% means no effect
# GLP-1R inv ag – acts as inverse agonist at human GLP-1 receptor; Potency, µM (highest dose often 38.3 µM), for the others: at the top dose activity change, negative = inhibition, hits mostly inhibitors; HEK293 GLP-1R CRE-luciferase, luminescence, 24 h; GLP-1R form is constitutively active; P43220; 410,000 compounds, 1.6% hits; also: potency is read from the fitted curve at half-maximal effect; % is scaled to controls: 0 for no effect and ±100 for the full control effect; nearly all actives have a fitted effect of over 55% in size
#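 Assay principle: reduced luminescence from a cAMP-responsive reporter in HEK293 cells co-expressing a constitutively active GLP-1R. Conditions: 24 hr compound incubation, 37 deg C, 5% CO2.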
# Akt phos inh – inhibitors of Akt phosphorylation | Neuro2A IGF-stimulated pAkt S473 HTRF, 20 min; active compounds read low | activity change, % for hits at 50 µM | 360,000 compounds, 0.32% hits | AID 651550; in the data active = activity change below about -80%; inconclusive = mostly about -51% to -80%; also: % is scaled to controls: 0 for no effect and ±100 for the full control effect
#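 Neuro2A cells (4,500/well, DMEM with 0.5% FBS) were treated with compound at a single 50 µM final concentration, stimulated with 6 nM IGF for 20 min at 37 °C, and lysed. Phospho-Akt Ser473 was read by HTRF as 665/615 ratio ×10^4.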
# aSyn yeast inh – alpha-synuclein toxicity inhibition in yeast; Yeast expressing alpha-synuclein, growth rescue, BacTiter-Glo, 24 h; AID 652106; Potency, µM (doses to about 46.1 µM), without a hit: top-dose growth rescue (activation), most hits filed as activators; 370,000 compounds, 0.14% hits; also: potency is read from the fitted curve at half-maximal effect; % of control where 0% means no effect; nearly all actives have a fitted effect of over 65% in size
#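 Screening used galactose-induced yeast with toxic alpha-synuclein levels, exposed to compound for 24 hr at 30 deg C. Cell growth, read with BacTiter-Glo luminescence, gave the measured signal.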
# PTHR1 ag – PTHR1 (human) receptor agonism; Potency, µM (series often up to 115 µM), inactives show at the top dose activation, most hits filed as activators; HEK293 GP2 PTHR1 cells, GloSensor cAMP luminescence, 1 h; 410,000 compounds, 0.075% hits; AID 743266; also: potency is read from the fitted curve at half-maximal effect; nearly all actives have a fitted effect of over 55% in size; some results filed as inactive show a strong effect at the top dose; inactives centre near -15; many of its hits are not listed in these tables
# Target sequence (Q03431 whole entry, looked up): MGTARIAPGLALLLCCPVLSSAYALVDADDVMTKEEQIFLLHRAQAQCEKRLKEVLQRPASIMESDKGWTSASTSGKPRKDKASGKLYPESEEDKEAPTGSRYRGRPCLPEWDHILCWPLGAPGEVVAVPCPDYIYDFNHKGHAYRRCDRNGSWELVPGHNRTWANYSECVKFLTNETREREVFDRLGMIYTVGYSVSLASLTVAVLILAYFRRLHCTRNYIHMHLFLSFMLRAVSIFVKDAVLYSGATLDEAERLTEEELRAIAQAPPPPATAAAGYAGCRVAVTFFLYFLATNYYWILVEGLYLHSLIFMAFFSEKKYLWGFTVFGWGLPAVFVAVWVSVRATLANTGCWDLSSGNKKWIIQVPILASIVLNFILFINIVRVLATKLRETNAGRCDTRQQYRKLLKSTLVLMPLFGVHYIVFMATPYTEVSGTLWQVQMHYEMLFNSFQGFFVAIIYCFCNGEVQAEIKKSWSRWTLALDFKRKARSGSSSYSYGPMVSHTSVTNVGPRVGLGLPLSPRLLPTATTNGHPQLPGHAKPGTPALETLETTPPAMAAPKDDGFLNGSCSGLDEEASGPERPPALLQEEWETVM
#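 HEK-293-derived GP2 cells expressing PTHR1 and a GloSensor cAMP reporter, 3,000/well, plated overnight, given luciferin plus IBMX (each 0.5 mM as added) for 1 h at 37 °C, then compound for 1 h at 37 °C. Luminescence was read after 15 min at room temperature.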
# Abeta rescue – restores growth of yeast expressing A-beta42 peptide; yeast expressing A-beta42, growth rescue, OD600, 48 h; response scale: 0% DMSO, 100% iron-clioquinol control; Potency, µM (doses to about 46.1 µM), without a hit: at the top dose growth rescue, most hits filed as activators; 410,000 compounds, 0.063% hits; also: potency is read from the fitted curve at half-maximal effect; nearly all actives have a fitted effect of over 55% in size
#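 Growth rescue measured by 600 nm absorbance after 48 h yeast culture at 30 C with compound. Values normalized between DMSO and an equimolar ferric chloride plus clioquinol control.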
# DRD3 antagonist – blocks the human D3 dopamine receptor | P35462 | D3R cells, DiscoveRx beta-arrestin luminescence, antagonist mode; active compounds read low | max response, negative = inhibition, % | 360,000 compounds, 2.5% hits | AID 652054; in the data active = max response below about -50%; inconclusive = no clear call, values can overlap the other calls; also: % is scaled to controls: 0 for no effect and ±100 for the full control effect; mostly tested at two doses, the higher about 12 µM
# Target sequence (P35462 whole entry, looked up): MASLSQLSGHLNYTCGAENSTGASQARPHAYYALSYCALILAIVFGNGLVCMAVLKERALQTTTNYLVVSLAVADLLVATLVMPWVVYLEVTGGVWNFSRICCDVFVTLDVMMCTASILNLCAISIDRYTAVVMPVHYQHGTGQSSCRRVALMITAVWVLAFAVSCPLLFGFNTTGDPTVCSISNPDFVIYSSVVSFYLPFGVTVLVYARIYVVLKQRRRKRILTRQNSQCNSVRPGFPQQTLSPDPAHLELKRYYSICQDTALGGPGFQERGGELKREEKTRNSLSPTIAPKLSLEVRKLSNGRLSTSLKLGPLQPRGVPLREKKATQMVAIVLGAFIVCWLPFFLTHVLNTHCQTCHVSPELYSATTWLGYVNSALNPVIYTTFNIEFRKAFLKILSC
#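 Cells plated overnight at 1500 cells/well, then exposed to library compounds with dopamine controls for 90 minutes at 37 degrees C. DiscoveRx reagent added for 30–60 minutes at room temperature; luminescence read, quantitative HTS format.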
# FUS yeast rescue – suppressors of FUS proteinopathy in yeast; Potency, µM (doses to about 76.6 µM), without a hit: at the highest dose growth rescue (activation), most hits filed as activators; 390,000 compounds, 0.24% hits; S. cerevisiae FUS-expressing, growth rescue, OD600, 24 h;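 also: potency is read from the fitted curve at half-maximal effect; plate controls were DMSO vehicle for no effect and reference control for full effect; nearly all actives have a fitted effect of over 55% in size; some results filed as inactive show a strong effect at the top dose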
#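 Compound concentration series was pinned onto galactose-induced FUS-expressing yeast seeded at OD 0.005. Plates sat 24hr at 30C; absorbance at 600 nm gave growth. DMSO served as background control.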
# TDP-43 yeast inh – inhibitors of TDP-43 toxicity in yeast; TDP-43 expressing yeast growth rescue, BacTiter-Glo, 24 h; Potency, µM (titrated, usually from 46.1 µM), without a hit: at the top dose growth rescue (activation), usual class: activators; 410,000 compounds, 1.8% hits; also: potency is read from the fitted curve at half-maximal effect; % of control where 0% means no effect; nearly all actives have a fitted effect of over 50% in size
#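 Galactose-induced TDP-43 yeast, OD600=0.02, compound pinned; 24 hr, 30 deg C; BacTiter-Glo luminescence for growth. Inhibitors of TDP-43 toxicity read as activators.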
# * hit, by the source's call; i = inactive; ? = inconclusive; / = no result given; & = joins results of further samples; [ ] = another dose, or the depositor's remark. Unless noted, calls follow the shape of the dose curve; as a rule, active = well fitted curve in the direction sought with a large enough effect; inconclusive = small, poorly fitted or top-dose-only effect, or another doubt; inactive = no such curve, though single readings can be large; an effect the other way counts as inactive or inconclusive.
SMILES,GLP1R ag,GLP-1R inv ag,Akt phos inh,aSyn yeast inh,PTHR1 ag,Abeta rescue,DRD3 antagonist,FUS yeast rescue,TDP-43 yeast inh
O=C1CSC(c2ccc(F)cc2)N1c1c(F)cccc1F (stereo unspecified),4%,?,i,1%,i,-12%,-7,-25%,-6%
NC(=NCCc1ccccc1)NS(=O)(=O)c1cccs1,9%,3%,i,-1%,i,2%,8,3%,2%[0.397 µM]
CC(OC(=O)Cn1cnc2c1c(=O)n(C)c(=O)n2C)C(=O)N(C)c1ccccc1 (stereo unspecified),10%,-13%,i,1%,i,8%,-5,-2%,-6%
CC(=O)Cc1nsc(NC(=O)c2ccc(-c3ccc(Cl)c(C(F)(F)F)c3)o2)n1,4%,46%,i,4%,i,-8%,4,-22%,-3%
Cc1cc(C(=O)COc2ccccc2C(N)=O)c(C)n1C1CC1,24%,4%,i,8%,-25%,17%,-6,-18%,?
CCOc1ccc(S(=O)(=O)N2CCOCC2)cc1NC(=O)Cc1c(F)cccc1Cl,11%,16%,i,-1%,-21%,-15%,-8,-5%,0%
COc1cc2c(cc1OC)CN(C(=O)c1cccs1)CC2,0%,57%[activator],i,0%,i,0%,-11,-1%,9%
Cn1c(CO)cnc1SCC(=O)c1ccc(F)cc1,-4%,-24%,i,0%,-5%,15%,-3,-11%,-1%
Cc1ccc(C)[n+](CC(=O)N2CCCCC2)c1,8%,-16%,i,-3%,i,1%,-11,8%,-14%
CC(O)(CS(=O)(=O)Cc1ccccc1)C(=O)Nc1cccc(C(F)(F)F)c1 (stereo unspecified),3%,0%,i,3%,i,25%,18,14%,-3%
CCCN1C(=O)SC(CC(=O)Nc2cccc3ccccc23)C1=O (stereo unspecified),-2%,-3%,i,12%,-19%,17%,8,-13%,20%
Cc1ccc2nc(N/C(=N/S(=O)(=O)c3ccc(F)cc3)c3ccccc3)sc2c1,-2%,?,i,-2%,-36%[inhibitor],8%,-3,-4%,0%
CC(=O)N(C)c1ccc(NS(=O)(=O)Cc2ccccc2)cc1,-6%,4%,i,-8%,-19%[57.5 µM],-7%,10,17%,-4%
CC(C)Cn1c2c(c(O)c(C(=O)Nc3ccc(F)cc3)c1=O)CCCC2,-9%,-15%,i,3%,i,5%,5,-8%,0%
COc1ccc(C(CNC(=O)c2ccc(C)o2)N2CCOCC2)cc1 (stereo unspecified),-3%,19%,i,1%,i,-11%,0,-2%,-5%
Cc1cccc(C(C(=O)NC2CCCC2)N(Cc2cccnc2)C(=O)c2csnn2)c1 (stereo unspecified),11%,9%,i,3%,i,13%,3,4%,0%
Cc1ccc(NC(=O)CCC(=O)c2ccc(Br)cc2)cc1,9%,-22%,i,1%,i,-8%,-2,-25%,24%
COc1ccc(C2C3=C(CC(C)(C)CC3=O)N(C)C3=C2C(=O)CC(C)(C)C3)cc1,-4%,7%,i,-5%,i,-19%,-9,12%,/
CCCOc1ccc(C2CC(=O)Nc3cc(OC)c(OC)cc32)cc1 (stereo unspecified),29%,6%,i,1%,-16%,7%,7,-24%,18%
O=C(/C=C/c1ccc(S(=O)(=O)N2CCOCC2)cc1)NCCc1ccc(C(F)(F)F)cc1,13%,?,i,-8%,-37%[inhibitor],1%,-6,4%,10%
CCC1(c2ccccc2)SCC(c2ccccc2)=NC1=O (stereo unspecified),9%,3.2µM*,i,23%,-7%,13%,15,-1%,10%
Cc1cc(C)cc(OCC(O)Cn2nc(C)cc2C)c1 (stereo unspecified),10%,-2%,i,4%,i,18%,-7,-3%,17%
CC1(C)CC(=O)c2c(-c3cccs3)n[nH]c2C1,3%,5%,/,/,-43%[inhibitor],1%,-17,-1%,?
O=C(CCCCn1ccc(=O)[nH]c1=O)Nc1ccc(O)c(C(=O)O)c1,1%,13%,i,0%,i,4%,-2,1%,-13%
Cn1c(C(=O)N2CCc3ccccc3C2)cc2oc3ccccc3c21,19%,?,i,-1%,-53%[inhibitor][57.5 µM],-12%,-1,34%,30%
O=C(Nc1cccc([N+](=O)[O-])c1)c1ccncc1,-3%,13%,i,3%,i,-4%,3,9%,-16%
NS(=O)(=O)c1ccc(NC(=O)c2csnn2)cc1,/,1%,/,/,-22%,5%,/,-9%,20%
Cc1cc(C)n2ncc(/C(N)=N/OC(=O)Nc3ccccc3)c2n1,-1%,8%,i,0%,-21%,-4%,0,15%,-20%
CCCN1CCN(S(=O)(=O)c2ccc3c(c2)NC(=O)C(C)C(=O)N3)CC1 (stereo unspecified),0%,6%,i,6%,-12%,-6%,0,24%,-1%
O=C(CSc1nnc(-c2cccnc2)n1-c1ccc(F)cc1)NCc1ccc2c(c1)OCO2,-1%,3%,i,10%,-1%[57.5 µM],1%,1,-8%,-8%
COc1ccccc1OCC(=O)N(Cc1cccs1)C1CCS(=O)(=O)C1 (stereo unspecified),/,-5%,/,/,i,-9%,/,-2%,13%
O=C(CNCc1ccccc1Cl)Nc1ccc2c(c1)OCCO2,-1%,0%,i,-5%,-72%[inhibitor],-8%,-20,3%,0%
CCOc1ccc(CCNC(=O)c2ccc3nc(N4CCC(C)CC4)sc3c2)cc1OCC,/,6%,/,/,i,-7%,/,16%,0%
COc1ccc(N(CC(=O)NC2CCCCC2)C(=O)CNC(=O)c2ccco2)cc1,9%,5%,i,-3%,-17%,-6%,?,2%,-27%
FC(F)(F)c1cc(-c2cccs2)nc(N2CCOCC2)n1,-1%,?,i,0%,-41%[inhibitor][57.5 µM],-30%,-58*,12%,-3%
Cc1cc(NC(=O)c2cc(-c3ccccn3)nc3ccc(Br)cc23)no1,-1%,59%[activator],i,-7%,4%,11%,-16,11%,10%
CCOc1ccc(S(=O)(=O)NNS(=O)(=O)c2ccc(C)cc2C)cc1,0%,7%,i,2%,i,-5%,-13,6%,4%
CCCCNC(=O)c1nn2cc(Br)cnc2c1Br,9%,48%[activator],i,7%,i,-25%,5,-4%,?
CCNC(=S)SCCOc1ccccc1C,2%,14%,i,-10%,-24%,18%,?,/,?
C[C@H](CO)N1C[C@H](C)[C@H](CN(C)CC2CCCCC2)Oc2ccc(NS(=O)(=O)c3ccc(F)cc3)cc2CC1=O,6%,?,i,6%,-11%,11%,12,3%,18%
COc1ccc(-c2noc(CSc3nc(N)cc(=O)[nH]3)n2)cc1,-1%,18%&21%,i,2%,-48%[inhibitor],10%&-23%,49,26%&8%,4%&-6%
COc1ccc2nc(SCC(=O)Nc3ccc4c(c3)OCCO4)[nH]c2c1,1%,?,i,-1%,i,13%,14,/,0%
CC(=O)Nc1ccc(S(=O)(=O)N(Cc2ccccc2)Cc2ccccc2)cc1,/,?,/,/,-20%,6%,/,?,20µM*
COc1cc(/C=C/C(=O)Nc2cc(S(=O)(=O)N3CCOCC3)ccc2N2CCCC2)cc(OC)c1OC,3%,29%,i,-10%,-5%,8%,-20,26%,/
CCCc1c(C)nc(N2CCN(c3ccc(F)cc3)CC2)[nH]c1=O,6%,-4%,i,6%,-14%,11%,31,-12%,-1%
CC(C)(C)c1csc(NC(=O)Cc2ccc(S(=O)(=O)N3CCOCC3)s2)n1,10%,?,i,-3%,-92%[inhibitor],10%,-13,?,-19%
O=C1Nc2ccccc2C1(c1ccccc1)c1ccccc1,0%,0%,i,3%,-8%,-3%,-25,22%,17%
Cc1ccsc1C(=O)NC(C)c1ccccc1 (stereo unspecified),11%,-21%,i,-10%,-19%,9%,0,-8%,-5%
O=C(c1ccco1)N1CCCN(Cc2nc(-c3cccs3)no2)CC1,-4%,10%,i,3%,-7%,10%,2,0%,8%
Cc1c(NC(=O)C2CCN(S(=O)(=O)c3ccccc3)CC2)c(=O)n(-c2ccccc2)n1C,2%,-21%,i,1%,i,4%,-19,-3%,-15%
COCCCNc1nc(N)c([N+](=O)[O-])c(NCc2ccccc2)n1,?,37%[activator],i,12%,-3%,-16%,2,24%,?
COC(=O)c1ccc(NC(=O)CSc2n[nH]c(-c3ccccc3)n2)cc1,/,2%,/,/,-17%,2%,/,-20%,13%
NC(=O)c1ccc(C(=O)c2ccc([N+](=O)[O-])cc2)cc1,-4%,23%,i,1%,i,-8%,11,-8%,16%
Cn1cc(-c2ccccc2C(=O)O)c(=O)c2ccccc21,-2%,18%,i,-6%,i,-10%,-10,-36%,-5%
O=C(c1cc(-c2cccc(O)c2)on1)N1CCOCC1,-6%,?,i,-3%,-1%,-9%,0,-18%,11%
O=C(NCCN1CCCC1)c1ccc(Cn2c(=S)[nH]c3cc4c(cc3c2=O)OCO4)cc1,3%,2%,i,1%,i,12%,35,35%,15%
Cc1cccc(OCc2ccc(C(=O)Nc3cc(C)on3)o2)c1,3%,-2%,i,1%,i,5%,-7,-6%,13%
CN(CC(=O)N(C)CC(=O)Nc1c(Cl)cccc1Cl)Cc1ccc(Br)s1,3%,?,i,1%,-4%,-2%,3,-24%,1%
NS(=O)(=O)c1ccc(NC(=O)CN2CCN(S(=O)(=O)/C=C/c3ccccc3)CC2)cc1,13%,13%,i,1%,-5%,-4%,4,21%,-16%

# Only part of the results is shown; count on the stated rates, not on these rows.
